High-throughput results deposited in PubChem BioAssay by Fisher Drug Discovery Resource Center.
mcGAS inh = mouse cGAS inhibition by luminescence. recombinant cGAS, Kinase-Glo ATP depletion luminescence. inhibition, % at 12.5 µM. 0.15% of 160,000 active;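 note: 0% = negative control wells and 100% = reference inhibitor with no enzyme activity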
hcGAS inh = human cGAS inhibition. 0.081% of 290,000 active. inhibition, % at 12.5 µM. Q8N884. recombinant h-cGAS, ATP depletion, Kinase-Glo luminescence;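 note: 0% = vehicle reaction and 100% = reaction without DNA for no activity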
Target sequence (Q8N884 whole entry, looked up): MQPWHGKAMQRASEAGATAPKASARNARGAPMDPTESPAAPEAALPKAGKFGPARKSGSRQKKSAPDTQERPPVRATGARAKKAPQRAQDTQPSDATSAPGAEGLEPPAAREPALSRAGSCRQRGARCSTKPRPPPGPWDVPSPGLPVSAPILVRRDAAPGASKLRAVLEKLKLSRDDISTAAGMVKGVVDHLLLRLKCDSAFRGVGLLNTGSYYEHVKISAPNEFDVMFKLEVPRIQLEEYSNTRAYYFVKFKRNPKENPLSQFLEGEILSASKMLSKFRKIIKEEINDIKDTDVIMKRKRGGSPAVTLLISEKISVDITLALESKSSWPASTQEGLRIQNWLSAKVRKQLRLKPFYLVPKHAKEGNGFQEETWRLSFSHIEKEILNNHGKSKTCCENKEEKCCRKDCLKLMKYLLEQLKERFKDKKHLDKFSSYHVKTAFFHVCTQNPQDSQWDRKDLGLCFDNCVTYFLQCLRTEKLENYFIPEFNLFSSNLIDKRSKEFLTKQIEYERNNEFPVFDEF
NPYLR7 ag = mosquito NPYLR7 agonism | activation, % at 10 µM | 0.15% of 270,000 active | HEK293T NPYLR7/Galpha15, GCaMP6s calcium fluorescence; in the data active = activation above about 40%;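 note: 0% = vehicle and 100% = reference agonist at the receptor; some compounds past the cut are filed as inactive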
Active calls of the source: *; . = no result given; & = joins results of further samples. Cut-off read from the data, not from the text of the source, unless noted: active = inhibition above about 40%; inactive = the rest.

SMILES	mcGAS inh	hcGAS inh	NPYLR7 ag
CC1(C)OCC(C2OC(Nc3ccc(CC(=O)NCC4COc5ccccc5O4)cc3)[C@H]3OC(C)(C)O[C@@H]23)O1 (stereo partly drawn)	-6	-3	-12
Cn1c(=O)[nH]c(=O)c2c1nc(N1CCc3ccccc3C1)n2CCCc1ccccc1	.	-6	-1
CC(C)c1noc(N2CCC(COc3ccc(-c4ccc(S(C)(=O)=O)cc4)nc3)CC2)n1	-11	-8	-3
Cc1cccc(OCC(=O)NC2CCc3[nH]c4c(C)cc(Cl)cc4c3C2)c1C (stereo not drawn)	-7	-3	30
Cc1ccccc1N1CCN(C(=O)c2cc(-c3ccco3)nn2-c2ccc(Cl)cc2)CC1	-5	-9	0
O=C(Cn1nnc2ccccc2c1=O)NC1CCSc2ccccc21 (stereo not drawn)	-1	2	0
O=C1NC2(CCCC2)C(=O)N1CCS(=O)(=O)Oc1ccc(Br)cc1	.	-1	-7
Cc1cc(CC(=O)O)n(C)c1C(=O)c1ccc(Cl)cc1	-6	-3&-4	-8&-3
COc1cccc(Cc2nsc(N(CC(=O)NC(c3ccccc3)c3ccccc3)Cc3ccccc3)n2)c1	-5	-5	3
CCOc1ccccc1/C=C1\N=C(c2ccc(OC)c([N+](=O)[O-])c2)OC1=O	-7	-6	-1
O=[N+]([O-])c1ccc(O)c(/C=N\Nc2nc(Nc3ccccc3)nc(Nc3ccccc3)n2)c1	-6	-8	-6
CCOc1ccc(C2CC(c3ccc(OC)c(OC)c3)=NN2C(=O)CN2CCN(CC)CC2)cc1 (stereo not drawn)	-4	0	5
CCOC(=O)C1=C2SCC(=O)N2C(=N)C(C#N)C1 (stereo not drawn)	-1	-1	11
Cc1cnc(C(=O)Nc2c(C)cc(Br)c3ccccc23)cn1	-14	-5	-6
N#Cc1ccccc1NC(=O)COC(=O)c1cc(=O)c2cc(Cl)ccc2o1	.	0	4
Cc1cc(C)nc(N=Cc2nc(-c3ccccc3)oc2O)c1	-9	-1	-5
O=C(NC1CCCc2ccccc21)c1cc2n(n1)CCN(Cc1c(F)cccc1Cl)C2=O (stereo not drawn)	1	-2	-8
CCSc1nc(-c2ccccc2)cc(-c2ccccc2OC)c1C#N	.	-1	-3
O=C1CCCCCN1Cc1n[nH]c(=S)n1-c1ccccn1	.	-8	1
Cc1cc(F)ccc1C(=O)N(CCN(C)C)Cc1ccsc1	-15	-2	-9
CCCCCCc1ccc(C(=O)N(CCOC)CC(=O)N2CC(=O)N(c3ccc(F)cc3)C2)cc1	-8	-4	.
COc1ccc(C(=O)N2CN(C3CCS(=O)(=O)C3)Cc3c2sc(C)c3C)cc1 (stereo not drawn)	.	-3	-6
Cc1ccc(CN2CCC(CN(C)Cc3cnc(-c4ccccc4)s3)CC2)o1	.	-3	4
Cc1ccc(-c2noc(-c3ccc(=O)n(CC(=O)N4CCCCC4)c3)n2)cc1	.	1	-1
Cc1ccc(OCc2occc2C(=O)N2CCC(O)(CN(C)C)C2)cc1 (stereo not drawn)	.	5	3
Further results
SMILES	mcGAS inh	hcGAS inh	NPYLR7 ag
CCOC(=O)c1nc2cc(C)c(C)cc2nc1N1CCN(C(=O)c2ccc([N+](=O)[O-])o2)CC1	-4	-5	9
CN(C(=O)Cc1csc(NC(=O)c2ccccc2)n1)C1CCS(=O)(=O)C1 (stereo not drawn)	-6	-7	8
CC1(C)OCC(CN2C(=O)c3ccccc3NC2c2cc(C#Cc3ccccc3)cs2)O1 (stereo not drawn)	2	2	-1
O=S(=O)(c1ccc(Sc2nnnn2C2CCCC2)nc1)N1CCCCC1	.	-7	2
CCn1c(SC(C(=O)OC)c2ccccc2)nnc1-c1cccs1 (stereo not drawn)	.	2	-6
CCOC(=O)C1(Cc2ccccc2C)CCCN(C(=O)CSc2ccncc2)C1 (stereo not drawn)	.	-3	8
C=CCn1c(SCC(C)C)nc2c1c(=O)n(C)c(=O)n2C	-5	-1	-1
O=C1OC(/C=C/c2ccc(Cl)cc2)=NC/1=C/c1cccs1	-5	-10	4
O=C(CCn1c(=O)oc2ccc(Cl)cc21)Nc1nc2ccccc2s1	-5	-3	10
CC1CCc2c(sc(NC(=O)C3CCC3)c2C(N)=O)C1 (stereo not drawn)	.	-9	4
COc1ccc(Oc2ccc(C(=O)N3CCC[C@H]3C(N)=O)cc2)cc1	.	-7	-1
CC(=O)c1cc(C(=O)OCC(=O)Nc2ccccc2F)c2ccccn12	-7	-6	2
CSc1ncc(CNCc2ccc(F)c(Cl)c2)c(N(C)C2CCCCC2)n1	-6	-3	2
CC1CCCN(C(C)C(=O)NCc2ccc(Cl)cc2)C1 (stereo not drawn)	-7	-7	10
O=C(Cn1cnc2c(nnn2Cc2ccccc2)c1=O)c1ccccc1	.	-7	8
COc1cccc(-c2cnc(-c3cccc(CNC(=O)c4cccc(Cl)c4Cl)c3)[nH]2)c1	-7	-6	38
CC(c1ccon1)N(C)C(=O)c1ccc(OC2CCN(S(=O)(=O)N(C)C)CC2)cc1 (stereo not drawn)	.	-7	18
CCOC(=O)c1ccc(NC(=O)CSc2nnc(CNC(=O)c3ccc(S(=O)(=O)N(C)C)cc3)n2-c2cccc(C)c2)cc1	-2	-2	-10
COc1ccccc1N1CCN(c2ccc(NC(=O)c3ccc(C(C)(C)C)cc3)cc2C(=O)NCc2cccnc2)CC1	-4	-9	-2
C=CCn1c(SCC(=O)Nc2ccccc2O)nc2sc(C)cc2c1=O	-5	-3	12
COc1ccccc1C1CCN(Cc2ccc(C(=O)N3C4CCC3CC(Oc3cccc(C(F)(F)F)c3)C4)cc2)CC1 (stereo not drawn)	-6	-3	18
C=C(Br)Cn1c(CCCCCCCCCCC)nc2ccccc21	.	1	-3
COc1cccc([C@@H]2C[C@H](NC(C)=O)C[C@H](Cc3ccccc3)O2)c1F	-11	-3	0
OCC#CCSc1nnc(-c2ccc(Br)cc2)o1	-4	-10	13
CCCCCCSC1=C(C#N)C2(CCCC2)C(C#N)C(=O)N1 (stereo not drawn)	-4	-7	-3

Random excerpt: 7 entries already listed, in no set order.
SMILES	mcGAS inh	hcGAS inh	NPYLR7 ag
CCOC(=O)c1ccc(NC(=O)CSc2nnc(CNC(=O)c3ccc(S(=O)(=O)N(C)C)cc3)n2-c2cccc(C)c2)cc1	-2	-2	-10
COc1ccccc1N1CCN(c2ccc(NC(=O)c3ccc(C(C)(C)C)cc3)cc2C(=O)NCc2cccnc2)CC1	-4	-9	-2
CCOC(=O)c1nc2cc(C)c(C)cc2nc1N1CCN(C(=O)c2ccc([N+](=O)[O-])o2)CC1	-4	-5	9
O=C1OC(/C=C/c2ccc(Cl)cc2)=NC/1=C/c1cccs1	-5	-10	4
CC(c1ccon1)N(C)C(=O)c1ccc(OC2CCN(S(=O)(=O)N(C)C)CC2)cc1 (stereo not drawn)	.	-7	18
CCCCCCSC1=C(C#N)C2(CCCC2)C(C#N)C(=O)N1 (stereo not drawn)	-4	-7	-3
CSc1ncc(CNCc2ccc(F)c(Cl)c2)c(N(C)C2CCCCC2)n1	-6	-3	2

Remaining list, next part:
SMILES	mcGAS inh	hcGAS inh	NPYLR7 ag
COCC(Cc1ccccc1)NC(=O)C(C)(C)C#N (stereo not drawn)	.	-8	1
CCOC(=O)[C@H]1C[C@]2(CCCCNC2=O)N(C(=O)/C=C/c2ccccc2)[C@H]1c1ccco1	-7	-6	5
COc1ccc(NC2CCCN(C(=O)c3ccc4ncccc4c3)C2)cc1OC (stereo not drawn)	.	-5	7
CCN(CC)S(=O)(=O)c1ccc2c(c1)nc(SCc1ccccc1Br)n2C(C)C	-2	-1	16
CN1CCCC1CCOC(C)(c1ccccc1)c1ccc(Cl)cc1 (stereo not drawn)	-4	-5	4
O=C(C1CCCC1)N(Cc1c(-c2ccccc2)noc1N1CCCC1)CC1CCCO1 (stereo not drawn)	-4	-3	-4
O=S(=O)(NCCc1csc2nc(-c3ccccc3F)nn12)c1ccc2c(c1)CCCC2	-7	-6	6
CNc1cncc(-c2cc(OC)c(OC)c(OC)c2)n1	.	-12	2
COCc1ccc(CNC(=O)N2CC(C)OC(C)C2)cc1 (stereo not drawn)	-5	-11	0
Cc1nc(C(=O)NC2CC(=O)N(Cc3ccccc3Cl)C2)cs1 (stereo not drawn)	.	-3	6
Cc1cnc(C(=O)Nc2ccc(S(=O)(=O)N3CCOCC3)cc2)cn1	.	-5	-2
CC1CN(C(=O)CN2CCc3sccc3C2c2cccc(F)c2)CCN1C(=O)c1ccco1 (stereo not drawn)	-5	-4	19
CC(C)(C)c1ccc(C(=O)NCCC(=O)N2CCCCC2)cc1	.	-4	2
CN(C)CCN(Cc1c(-c2ccccc2)noc1N1CCCCC1)C(=O)c1cccc(F)c1	-6	-4	7
Cc1ccc(Cn2nnc3c(=O)[nH]c(C4CCNCC4)nc32)cc1	.	-7	1
COc1ccc(OC)c(CC(=O)N(C)CC2CCN(CCc3ccc(Cl)cc3)CC2)c1	.	-7	8
CC(OC12CCCCC1C(c1ccccc1)C2(C#N)C#N)c1ccccc1 (stereo not drawn)	.	-5	7
C=CCN1C(=O)C(=Cc2ccc(OC)c(F)c2)SC1=S	.	7	-2
COCCN(Cc1ccc(C)o1)Cc1ccc(C(=O)OC)o1	.	3	-4
COc1ccccc1-c1ccc(N2CCC(O)(c3cccnc3)CC2)nn1	.	-5	3
O=C(Cn1nnc(-c2ccc(F)cc2)n1)N1CCCCCCC1	.	-3	5
CC(c1cccc(C(F)(F)F)c1)N(C1CC1)S(=O)(=O)c1cccc(C#N)c1 (stereo not drawn)	.	-11	3
CCCC(=O)NNC(=O)c1ccc(NS(=O)(=O)c2ccc(Br)cc2)cc1	.	-2	4
Cc1ccc(-c2nnc(SCc3ccc(C(=O)O)cc3)n2-c2ccc(F)cc2)cc1	-6	-3	-1
O=C1c2nc(-c3cccnc3)ccc2CN1C1(C(=O)NCC2CC2)CC1	-8	-5	6

An excerpt from above in order of count of non-hydrogen atoms, low to high:
SMILES	mcGAS inh	hcGAS inh	NPYLR7 ag
Cc1ccc(Cn2nnc3c(=O)[nH]c(C4CCNCC4)nc32)cc1	.	-7	1
CCN(CC)S(=O)(=O)c1ccc2c(c1)nc(SCc1ccccc1Br)n2C(C)C	-2	-1	16
CCOC(=O)[C@H]1C[C@]2(CCCCNC2=O)N(C(=O)/C=C/c2ccccc2)[C@H]1c1ccco1	-7	-6	5

Next results.
SMILES	mcGAS inh	hcGAS inh	NPYLR7 ag
FC(F)(F)c1cccc(CC2CN(Cc3nccs3)CCO2)c1 (stereo not drawn)	2	4	-18
Cn1ccnc1-c1nccn1Cc1ccc(CN2CCCC2)cc1	-14	-7	.
O=[N+]([O-])c1ccc(CSc2nnc3ccc(-c4ccccc4)nn23)cc1	0	-3	-20
CC(C)N1CCCn2nc(C(=O)N3CCN(CC(=O)N(C)C)CC3)cc2C1	-8	-21	.
COc1cccc(-c2cccc3c2NC(=O)C3(C)Cc2ccccc2C)c1 (stereo not drawn)	2	5	-3
CC(=O)Oc1c(-c2ccc(NC(=O)c3cccc(Cl)c3)cc2)c(-c2cccc(C)c2)nn1-c1ccccc1C	-8	0	25
O=C(NCc1ccccn1)c1csc(COc2ccc(Cl)cc2)n1	-5	-5	-2
COc1ccc(OC2CCN(C3CCCC3)CC2)c(C(=O)NCc2nc(C)cc(C)n2)c1	-10	-6	3
Cc1ccccc1Cn1ccnc1CN(CCN1CCOCC1)C(=O)c1ccc(F)cc1	-4	-4	9
OCCN=Cc1cn(-c2ccccc2)nc1-c1ccc(Cl)cc1	.	-7	3
COc1cccc(Cn2ccnc2CN(C(=O)CC(C)C)C2CC2)c1	-7	-4	-3
CC(C)COc1nc(-c2cccs2)n(-c2ccc(NC(=O)CC(C)C)cc2)n1	-8	-8	-4
COc1cccc(-n2c(=O)c3ccc(Cl)cc3n(CC(=O)N3CCOCC3)c2=O)c1	-6	-2	29
CC(C)(C)c1ccc(COc2coc(CN3CCCN(C(=O)CCc4ccccc4)CC3)cc2=O)cc1	-7	-6	-1
NC(=O)C1CCN(C(=O)c2c[nH]c3cc(Br)c(Br)cc23)CC1	-16	-5	15
CCOC(=O)C1CCCN(C(=O)CCN2CC3=C(C2=O)C(c2ccccc2Cl)NC(=O)N3C)C1 (stereo not drawn)	-4	-6	-1
CCCCC(CC)C(=O)N(CCOC)CC(=O)N1CCc2sccc2C1c1ccc(Cl)cc1Cl (stereo not drawn)	-6	-4	19
CCC(C)NC(=O)c1cc(NC(=O)Nc2ccc(SC)cc2)ccc1N1CCN(c2ccccc2OC)CC1 (stereo not drawn)	-5	-2	14
COc1cccc(CN(Cc2ccc(F)cc2)CC(O)COCC(C)C)c1OC (stereo not drawn)	-5	-3	25
Cc1ccc(Cc2nc(CSc3c(F)c(F)cc(F)c3F)cs2)cc1	-5	-6	24
COc1cc2[nH]c3c(=O)n(CC(=O)NCCCc4ccccc4)cnc3c2cc1OC	-8	-7	.
O=C(C(c1ccccc1)c1ccccc1)N1CCSC1c1cccc(Cl)c1 (stereo not drawn)	1	0	2
Cc1nc(NCCNS(=O)(=O)c2ccc(C(F)(F)F)cc2)cc(-n2cccn2)n1	-5	-2	-9
Cc1cccn2c(CNCCc3nc4ccccc4[nH]3)c(C(=O)N3CCOCC3)nc12	.	-10	2
COCCn1c(C(=O)Nc2ccc(C(C)=O)cc2)cc2c(=O)n(C)c(=O)n(C)c21	-9	-7	2
CC(C)(C)CC(=O)N1CCC(c2cn(Cc3cccc(F)c3)c3ccccc23)CC1	-9	-9	19
CCNC(=O)N(C)c1c(CC)nc2ccc(C(=O)NCc3ccccc3OC)cn12	1	-1	-1
O=C(CC1CCS(=O)(=O)C1)Nc1ccc(Oc2ccccc2)cc1 (stereo not drawn)	.	-2	3
O=C(C1=C(O)C(=O)N(Cc2cccnc2)C1c1cccc([N+](=O)[O-])c1)c1cccs1 (stereo not drawn)	-5	-2	9
CC(C)(C)c1cc2nc(-c3ccccc3Cl)cc(C(=O)NCc3ccc(F)cc3)n2n1	-6	-1	15
